Assay outcomes deposited in PubChem BioAssay by National Center for Advancing Translational Sciences (NCATS).
12-LOX inh: ALOX12 (human) lipoxygenase inhibition | P18054 | purified 12hLO, xylenol orange hydroperoxide absorbance | Potency, µM (highest dose often 108 µM), for the others: at the highest dose activity change, negative = inhibition, most hits filed as inhibitors | 580,000 tested, 1.1% active | AID 1671190; active = well fitted inhibition curve with a large enough effect; inconclusive = small, poorly fitted or top-dose-only effect, or another doubt; inactive = no such curve, though single readings can be large or run the other way
Target sequence (P18054 whole entry, looked up): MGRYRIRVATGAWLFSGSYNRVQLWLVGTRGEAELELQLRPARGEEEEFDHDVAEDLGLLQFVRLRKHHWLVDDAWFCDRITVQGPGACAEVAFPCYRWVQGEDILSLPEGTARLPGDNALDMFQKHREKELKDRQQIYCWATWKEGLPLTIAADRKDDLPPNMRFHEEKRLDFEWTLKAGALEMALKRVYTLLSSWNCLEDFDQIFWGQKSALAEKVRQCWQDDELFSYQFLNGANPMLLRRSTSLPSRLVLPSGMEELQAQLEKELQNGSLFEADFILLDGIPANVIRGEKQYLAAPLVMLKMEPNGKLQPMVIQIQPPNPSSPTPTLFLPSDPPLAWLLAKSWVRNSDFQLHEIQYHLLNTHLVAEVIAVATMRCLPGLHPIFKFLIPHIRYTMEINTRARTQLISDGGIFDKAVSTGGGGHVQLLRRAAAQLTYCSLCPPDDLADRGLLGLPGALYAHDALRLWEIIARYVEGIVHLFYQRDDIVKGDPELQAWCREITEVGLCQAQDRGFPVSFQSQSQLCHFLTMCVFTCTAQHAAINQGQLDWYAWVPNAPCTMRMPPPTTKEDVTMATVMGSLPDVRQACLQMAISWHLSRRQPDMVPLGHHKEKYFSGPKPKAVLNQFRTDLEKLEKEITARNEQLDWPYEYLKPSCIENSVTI
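Purified human 12hLO at 150 nM in 25 mM Hepes, 0.01% Triton X-100, pH 7.0, preincubated 15 min at room temperature with compound. Reaction started with 40 uM arachidonic acid, 30 min at room temperature. Hydroperoxide measured by Fe-xylenol orange, 573/405 nm absorbance ratio.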
* hit, by the source's call; ? = inconclusive; [ ] = another dose, or the depositor's remark. % is set by controls: 0 for no effect and ±100 for the full control effect; potency is the fitted concentration of half-maximal effect. Some of the compounds tested; count on the stated rates, not on these rows.

SMILES	12-LOX inh
CCn1cc(CN2CCCN(S(C)(=O)=O)C(c3ccccc3)CC(=O)NCC2)c(C)n1 (configuration not stated)	32%[activator]
CC(C)Oc1ccc(C(=O)N2C[C@@H](CN(C)C)[C@@H](CO)C2)cc1	28%
COC(=O)[C@@H]1Cc2nc[nH]c2CN1C	53%[activator][176 µM]
CCCCCCCN(CC)CCCC(O)c1ccc(NS(C)(=O)=O)cc1 (configuration not stated)	?
CC1=C[C@@H](CNS(C)(=O)=O)[C@H](C(C)C)C[C@H]1Cc1nc2ccc(Cl)cc2[nH]1	0%[176 µM]
CC(=O)NC(Cc1ccc(O)cc1)C(=O)O (configuration not stated)	?
COCCN1C(=O)c2cccn2CC1CNC(=O)c1ccsc1 (configuration not stated)	29%
COc1ccc2nc(CO[C@H]3CN(C(=O)c4ccccc4)C[C@H]3F)[nH]c2c1	2%[176 µM]
COC[C@@H]1CN(c2ncccn2)C[C@H]1C(=O)N1CCOCC1	42%[activator]
COc1cc(C(=O)N2CCC[C@H]2c2nc(-c3ccccc3)no2)cc(OC)c1OC	40%[activator]
CCc1cccc(NC(=O)CCC2CCN(C(=O)c3ccccc3)CC2)c1	16%
O=C(c1ccc2nccn2c1)N1CCC(Cc2ccccc2)CC1	1%[176 µM]
COCCNC(=O)C(NC(=O)c1ccc(F)cc1)C1CCN(C(=O)C2CC2)CC1 (configuration not stated)	49%[activator]
Cc1cccn2c(CC(=O)N[C@H](c3ccccn3)C3CC(O)C3)cnc12 (some centres not stated)	-3%
CCC1(C2CCN(C(=O)c3ccccc3Cl)CC2)NC(=O)N(CCc2scnc2C)C1=O (configuration not stated)	13%
CCNC(=O)[C@@H]1CCCN1C1(C(=O)NC)CCCCC1	-21%[176 µM]
NCC(=O)N1Cc2ccccc2CC2(CCCN(CC3CCCC3)C2)C1 (configuration not stated)	10%[6.33 µM]
CNC(=O)[C@@H]1C[C@@H](O)CN1C1CCN(C(=O)C2(c3ccccc3)CC2)CC1	41%[activator]
Cc1cccc(CC(C)NC(=O)c2ccc3nc(Cc4ccccc4F)oc3c2)n1 (configuration not stated)	48%[activator]
CN(Cc1ccccn1)Cc1ccccc1C(F)(F)F	70%[activator][176 µM]
CC(C)NC(=O)NC1CC2(CCN(Cc3ccc(O)cc3)CC2)c2ccccc21 (configuration not stated)	5%[6.33 µM]
COCCN1CCC(N2CCN(C(=O)CC3CCCCC3)CC2)C1=O (configuration not stated)	41%
C[C@@H]1CNCCN1c1ccc(N2CCS(=O)(=O)CC2)c(C#N)c1	-18%
Cc1noc(C2CC3(CCN(C(=O)CCCc4c[nH]c5ccccc45)CC3)CN2C)n1 (configuration not stated)	-4%
COc1cccc(C(=O)N2CCCCC2c2nc(-c3cnccn3)n[nH]2)c1 (configuration not stated)	38%[activator]
O=C(CC1CCCN(c2cnn(CC3CC3)c(=O)c2)C1)NC1CCCCC1 (configuration not stated)	30%
O=C1CCN(C(=O)C2CCN(C(=O)CCc3c[nH]c4ccccc34)CC2)CCCCCCN1	4%
C[S+](=O)([O-])N1Cc2ccccc2OC2(CCN(C(=O)Cc3ccc(O)cc3)CC2)C1	8%[6.33 µM]
Cc1ccc(-n2nc(C(=O)N3CC[C@](C)(O)C(C)(C)C3)c(O)cc2=O)cc1	?
CC1Oc2ccc(NC(=O)c3ccccc3F)cc2CN(Cc2ccc(Cl)cc2)C1=O (configuration not stated)	-17%
CCOc1ccccc1NC(=O)Cn1nc2c(cc1=O)CCCCC2	65%[activator]
O=C(c1scc2c1OCCO2)N1CCC2(CC1)c1ccccc1CC2O (configuration not stated)	?
COc1cccc(C(=O)N2CCC(N3C[C@H](O)C[C@H]3C(=O)NCc3nc4ccccc4n3C)CC2)c1	87%[activator]
Cc1cc(Nc2cccc(F)c2)cc(=O)n1-c1cccc(F)c1	-24%
CCCn1ccc2sc(C)c(C(=O)N3CCN(C(C)C)CC3)c2c1=O	25%
CCCc1noc(-c2ccn3c(CNC(=O)Cc4ccccc4OC)nnc3c2)n1	50µM*
CCc1cc(=O)n(CC(=O)Nc2ccc(C(C)C)cc2)c(N2CCOCC2)n1	3%
CC(C)c1noc(-c2cn(C3CCN(C(=O)C4(c5ccccc5)CC4)CC3)nn2)n1	-2%
Cc1nc(C2(C)CCN(C(=O)CCc3nc4ccccc4[nH]3)CC2)no1	48%[activator]
O=c1[nH]c(C2CCN(Cc3ccccc3)CC2)nc2ccc(F)cc12	4%[176 µM]
COCCN(C)C[C@H]1C[C@H](CO)CN(C(=O)c2ccc(C(C)C)[nH]c2=O)C1	28%
CS(=O)(=O)c1ccc(CN2CCC(O)(Cn3ccnc3)CC2)cc1	?
O=C(CN1Cc2ccccc2OC(c2ccsc2)C1)N1CCN(Cc2ccc3c(c2)OCO3)CC1 (configuration not stated)	3%
Cc1ccccc1NC(=O)N(C)[C@H]1C[C@H]2c3[nH]c4c(-c5ccccc5)cccc4c3CCN2C(=O)[C@H]1[C@H](C)O	3%
O=C(CC1COCCN1)NCCc1nc(-c2ccccn2)no1 (configuration not stated)	?
Cc1ccc2nc(CO[C@H]3CN(Cc4ccc(F)c(F)c4)C[C@H]3F)[nH]c2c1	60%[activator][176 µM]
COCCNC(=O)C(C)[C@@H]1CC[C@@]2(C)CC[C@H](NC(=O)CCOC)[C@@H](C)[C@@H]2[C@H]1O (some centres not stated)	3%[176 µM]
Cc1cc(C(=O)N2CC(Oc3ccc(-c4nc(-c5ccccc5)no4)cc3)C2)n(C)n1	37%[activator]
COc1ccc(-c2cc(N3CCCN(C(=O)Cc4ccc(Cl)cc4)CC3)n[nH]2)cc1	-27%
COc1ccc2[nH]c3c(c2c1)CCNC31CCN(Cc2ccc(F)c(F)c2)CC1	?
O=C(NCc1ccccc1)c1ccccc1OC1CN(Cc2ccsc2)C1	-11%
Cc1nc([C@H]2CCN(CC3CCCCC3)C[C@H]2NC(=O)C2CCOCC2)n[nH]1	47%[activator]
Cc1ccc(NC(=O)N(C)CC2CCOCC2)cc1F	8%
CCc1ccccc1S(=O)(=O)N1CCCC(Cn2c(C3CC3)nc3cccnc32)C1 (configuration not stated)	24%
CC(=O)N1CCC(C(=O)N2CC(c3ccccc3)C(C)(C)C2)CC1 (configuration not stated)	10%
Cc1nc2ccc(C(=O)N3CCC(OCc4cccnc4)CC3)cc2nc1C	35%[activator]
COc1ccccc1CC(=O)N1CCCc2ncc(C(=O)Nc3ccccc3)cc21	-11%[176 µM]
COC(=O)C1=C(C)N=C2SC=C(CC(=O)NCc3ccccc3F)N2C1c1cccc(OC)c1 (configuration not stated)	59%[activator]
COCC(=O)N[C@H](C)c1onc(C)c1C(=O)O	-22%[176 µM]
COc1ccc(C)cc1NC(=O)C1CCN(C(=O)c2ncn3c2COC(c2ccc(F)cc2)C3)CC1 (configuration not stated)	-2%

(cont.)
SMILES	12-LOX inh
O=C(NCCc1ccccc1)N1CCCC(Cn2c(C3CC3)nc3cccnc32)C1 (configuration not stated)	48%[activator]
CCc1nccn1CCC(=O)N[C@H]1CN(C(=O)COC)C[C@@H]1C1CC1	17%
COc1ncccc1-c1cc(-c2c(C)noc2C)c2cncn2c1	35%[activator][176 µM]
CC(CN1CCc2nnc(CNC(=O)c3cccc(F)c3)n2CC1)c1ccccc1 (configuration not stated)	5%
COc1ccc(NC(=O)N(C)C[C@H]2OCc3cn(nn3)CCCC(=O)N([C@H](C)CO)C[C@@H]2C)cc1	24%
O=C(c1ccsc1)N1CCC2(CC1)NC(=O)N(Cc1cccc(Cl)c1)C2=O	?
NC(=O)[C@H](CC1CCCCC1)NC(=O)[C@H]1CN(C(=O)C2CCNCC2)CCN1C(=O)C1CCNCC1	8%
CC(C)N1C[C@H](O)C[C@H]1c1nnc2n1CCN(C(=O)c1cccs1)C2	43%[activator]
CNC(=O)c1ccc2c(c1)C1(CCN(CC3CC3)C1)CN2Cc1ccccc1 (configuration not stated)	43%[activator][176 µM]
COc1ccccc1-c1ccc2ncn(-c3ccc(F)cc3F)c(=O)c2n1	-23%[176 µM]
CC1=C[C@@H](CNC(=O)c2ccncc2)[C@H](C(C)C)C[C@H]1CC(=O)N1CCCC1	14%[176 µM]
CC1(CNCc2ccccc2)COc2ccc(C(=O)Nc3cccnc3)cc2N1 (configuration not stated)	46%[activator][176 µM]
C[S+](=O)([O-])Nc1cccc(Nc2ncc(-c3cccc(F)c3)c3c2OCC3)c1	-23%[176 µM]
CC(C)NC(=O)N1CCC2(CC1)C(=O)NCN2C(=O)Cc1ccc(O)cc1	8%[6.33 µM]
Cc1cccc(C(=O)N2C(C(=O)NC3CC3)COC23CCN(C(=O)Cc2ccccc2)CC3)c1 (configuration not stated)	49%[activator]

Arranged by the number under 12-LOX inh (low to high): 4 from the list above.
smiles	12-LOX inh
CC(CN1CCc2nnc(CNC(=O)c3cccc(F)c3)n2CC1)c1ccccc1 (configuration not stated)	5%
NC(=O)[C@H](CC1CCCCC1)NC(=O)[C@H]1CN(C(=O)C2CCNCC2)CCN1C(=O)C1CCNCC1	8%
CCc1nccn1CCC(=O)N[C@H]1CN(C(=O)COC)C[C@@H]1C1CC1	17%
COc1ccc(NC(=O)N(C)C[C@H]2OCc3cn(nn3)CCCC(=O)N([C@H](C)CO)C[C@@H]2C)cc1	24%

Next section:
SMILES	12-LOX inh
COc1cccc(N2CCN(C(=O)c3ccc4c(c3)N(C)C3CCCCCN3C4=O)CC2)c1 (configuration not stated)	-19%
O=C(Nc1cccc(C(F)(F)F)c1)c1nc2c(o1)CCN(Cc1ccccc1)CC2	?
NC(=O)COC[C@@H]1CN(Cc2ccccc2)C[C@H]1c1ccncc1	65%[activator]
COc1cccc(NC(=O)c2ccc(CN3C(=O)NC4(CCOCC4)C3=O)cc2)c1	52%[activator]
COc1ccc(CN2C(=O)[C@@H]3C[C@@H](O)CN3C3(CN(C4CCCC4)C3)C2=O)cc1	-3%[176 µM]
COc1ccccc1-c1ccc2ncn(Cc3ccccc3)c(=O)c2n1	?
O=C(c1ccncc1)N1CC(Oc2ccc(-c3noc(-c4ccccc4)n3)cc2)C1	36%[activator]
CCN1CCCC1Cn1ccnc1-c1cc2n(n1)CCCNC2 (configuration not stated)	48%[activator]
COc1cccc(S(=O)(=O)N2CCc3nnc([C@@H]4C[C@@H](O)CN4C)n3CC2)c1	?
O=C(NCCc1ccccc1)C1CC(=O)N(c2n[nH]c3cccc(F)c23)C1 (configuration not stated)	38%[activator]
COCCNC(=O)N[C@@H]1CN(Cc2ccccc2)C[C@H]1CN(C)C	82%[activator]
CN1CCc2[nH]cnc2C12CCN(C(=O)CN1C(=O)CNC1=O)CC2	-1%
CC(C)(C)NC(=O)N1CCC2(CC1)CC(N1CCN(c3ccccc3)CC1)CCO2 (configuration not stated)	12%
Cc1ccc(C2=NC3(CCN(C(=O)c4ccoc4)CC3)ON2)cc1	-11%
O=C(c1ccc2cc[nH]c2c1)N1CCCC(Cc2noc(-c3ccccn3)n2)C1 (configuration not stated)	65%[activator]
CCNC(=O)N(C1CC1)C1CCOC2(CCN(C(=O)CCc3ccc(OC)cc3)CC2)C1 (configuration not stated)	30%[activator]
CN(C)C(=O)c1cccnc1OC1CCN(C(=O)c2ccccc2)C1 (configuration not stated)	33%[activator]
Cc1cnn(CC(=O)N2CCC3(CC2)CN(c2ncccn2)CC3CO)c1 (configuration not stated)	56%[activator]
O=C(NC1CCCC1)N1CCc2nnc(C3CC3)n2CC1	21%
CN1CCC(N2CCN(C(=O)C3CCCN(S(C)(=O)=O)CCC(=O)NCC3)CC2)CC1 (configuration not stated)	40%
O=C(NCc1nc(-c2ccncc2)n[nH]1)C1CCCN(C2CCCC2)C1 (configuration not stated)	-6%
CC(C)(C)NC(=O)c1ccc(-c2nnc3ccc(NC(=O)C4CC4)cn23)cc1	23%
CS(=O)(=O)Nc1cc(-c2noc([C@@H]3CCCN3Cc3ccccc3)n2)ccn1	8%[176 µM]
CCOc1nccn2c(-c3ccc(CN4CCN(C(C)=O)CC4)cc3)cnc12	-5%[176 µM]
O=C1CCC[C@@H]2C3CC(CN(C4CCN(C(=O)C5(c6ccccc6)CC5)CC4)C3)CN12 (some centres not stated)	-8%
Cc1ccc2c(c1)N1C(=O)OC[C@@H]1CCN(C(=O)CC(C)C)C2	-1%[176 µM]
COc1ccccc1-c1cnc(Nc2ccc3c(c2)OCCO3)c2c1CCO2	2%[176 µM]
Cc1ccccc1-c1ccc2c(c1)[C@@H]1C[C@H]3[C@@H](CN1CC2)[C@H](C)OC(c1ccccc1)N3C (some centres not stated)	-4%
CC(C)NC(=O)N(C1CC1)C1CCOC2(CCN(C(=O)Nc3ccccc3F)CC2)C1 (configuration not stated)	-4%
CC1CCCN1C(=O)c1cc(-c2cnn(C(C)C)c2)nc2cc(F)ccc12 (configuration not stated)	16%
Cc1ccc(Cn2nnc3c2-c2ccccc2S(=O)(=O)N(C)C3)cc1	1%
CC1=C(C(=O)N2CCCCCC2)CC(CC(=O)NC2CCCCC2)C(=O)N1Cc1ccc(F)cc1 (configuration not stated)	1%
CCc1ccc(NC(=O)N2C[C@@H](F)C[C@H]2C(=O)N2CCc3ccccc3C2)cc1	1%
O=C1NC(=NC2CCCCC2)C2(CCN(Cc3ccccc3)CC2)N1c1cccnc1	11%[6.33 µM]
